# Compound activity deposited in PubChem by National Center for Advancing Translational Sciences (NCATS).
# ELG1 genotox: genotoxicity induction in ELG1-luciferase HEK293T cells; HEK293T ELG1-luciferase reporter, luminescence, 16 h; Potency, µM (doses to about 46 µM), for the others: at the highest dose activity change, positive = activation, most hits filed as activators; actives 1.3% (n = 330,000); AID 504466; also: potency is read from the fitted curve at half-maximal effect; % of control where 0% means no effect; nearly all actives have a fitted effect of over 60% in size
#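 Cells (2,000/well) expressing the ELG1-luciferase fusion are dosed by pin tool and kept 16 hr at 37 °C, 5% CO2. Signal comes from ONE-Glo luciferase reagent after 30 min at room temperature.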
# FLuc counter: firefly luciferase modulation, counter-screen for miR-21 project; P08659; purified FLuc, Km substrates, luminescence inhibition; Potency, µM (titrated, usually from 57.5 µM), inactives show at the highest dose activity change, negative = inhibition, usual class: inhibitors; actives 6.9% (n = 360,000);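 also: potency is read from the fitted curve at half-maximal effect; plate controls were vehicle for no effect and reference inhibitor for full effect; nearly all actives have a fitted effect of over 55% in size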
# Target sequence (P08659 whole entry, looked up): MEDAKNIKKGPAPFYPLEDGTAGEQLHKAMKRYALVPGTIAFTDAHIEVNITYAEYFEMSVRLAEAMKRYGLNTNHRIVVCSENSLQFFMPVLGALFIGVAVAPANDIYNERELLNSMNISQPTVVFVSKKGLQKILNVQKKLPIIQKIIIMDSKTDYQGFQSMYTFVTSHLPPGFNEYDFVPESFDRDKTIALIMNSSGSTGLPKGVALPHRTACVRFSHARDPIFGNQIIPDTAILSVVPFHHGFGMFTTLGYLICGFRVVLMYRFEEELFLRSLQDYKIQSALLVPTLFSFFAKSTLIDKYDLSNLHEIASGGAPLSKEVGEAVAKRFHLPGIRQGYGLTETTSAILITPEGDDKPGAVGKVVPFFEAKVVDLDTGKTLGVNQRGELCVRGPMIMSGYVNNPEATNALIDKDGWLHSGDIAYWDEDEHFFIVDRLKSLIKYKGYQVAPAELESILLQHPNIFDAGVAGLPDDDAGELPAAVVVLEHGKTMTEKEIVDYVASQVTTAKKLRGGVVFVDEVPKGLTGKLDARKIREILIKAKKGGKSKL
#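 Biochemical qHTS of compounds, final roughly 60 µM downward over six points, against 10 nM purified firefly luciferase using Km concentrations of substrates (10 uM D-luciferin, 10 uM ATP) in Tris acetate pH 7.5 buffer; luminescence output.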
# PKM2 activator: activators of human pyruvate kinase M2. purified PKM2, Kinase-Glo ATP luminescence, activation; response scale: 0% is enzyme alone, no compound. Potency, µM (doses to about 57.5 µM), without a hit: at the highest dose activation, actives largely listed as activators. AID 1631. actives 0.34% (n = 260,000). P14618; also: potency is read from the fitted curve at half-maximal effect; % is scaled to controls: 0 for no effect and ±100 for the full control effect; nearly all actives have a fitted effect of over 55% in size
#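 Purified hPK-M2 (>95%) run at intermediate activity with 0.1 mM ADP and 0.5 mM PEP in 50 mM imidazole pH 7.2, KCl, MgCl2; 1 h room temperature. ATP formed read by Kinase-Glo luminescence; normalized to uninhibited and no-enzyme controls.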
# p53 reactivator: mutant p53 re-activation in reporter cells. H1299 p53-A138V BP100-luciferase reporter, luminescence, 24 h. Potency, µM (top dose mostly 92.2 µM), for inactives: at the highest dose activity change, positive = activation, actives largely listed as activators. actives 0.063% (n = 320,000). AID 504706; also: potency is read from the fitted curve at half-maximal effect; % of control where 0% means no effect; nearly all actives have a fitted effect of over 45% in size
#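 H1299 (p53-null), stable ts p53-A138V + BP100-Luc; 1000 cells/well, Opti-MEM/10% FBS; cpd 4 pt, 1:5; 24 h, 37 deg C, 5% CO2; detection reagent 10 min RT; luminescence.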
# VP16 counter: inhibits Gal4-VP16 luciferase reporter, ROR gamma counter-screen. Drosophila S2 Gal4-VP16 UAS-luciferase, luminescence, 20 h. Potency, µM (top dose mostly 53.6 µM), for the others: at the highest dose activity, negative = inhibition, usual class: inhibitors. actives 3.5% (n = 310,000). AID 2546;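 also: Gal4-VP16 expression switched on by copper sulfate through the metallothionein promoter; potency is read from the fitted curve at half-maximal effect; % is scaled to controls: 0 for no effect and ±100 for the full control effect; nearly all actives have a fitted effect of over 50% in size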
# BRCA1 expr act: increases BRCA1 expression; MCF7-BRCA1-FFLuc reporter, luminescence, 48 h; response scale: scaled: vehicle 0%, 10 µM genistein 100%; Potency, µM (titrated, usually from 46.1 µM), without a hit: top-dose activation, hits mostly activators; actives 1.1% (n = 380,000); AID 624202; also: potency is read from the fitted curve at half-maximal effect; nearly all actives have a fitted effect of over 80% in size; some results filed as inactive show a strong effect at the top dose
#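 Cells: MCF7-BRCA1-FFLuc, 2000/well. Exposure: 48 h, 37 °C, 5% CO2. Read: luminescence, 15 min post-substrate. Controls: genistein 10 microM (maximal activation), DMSO (neutral).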
# Menin MLL FP TR: menin-MLL binding inhibition, Texas Red mutant peptide. AID 1768. Menin + Texas Red MLL mutant peptide, fluorescence polarization. O00255. actives 0.23% (n = 270,000). Potency, µM (series often up to 61.6 µM), for inactives: top-dose FP activity change, negative = inhibition, usual class: inhibitors; active = well fitted inhibition curve with a large enough effect in the polarisation, with a control signal flat, not every such curve was filed as active; inconclusive = small, poorly fitted or top-dose-only effect, or effect the other way, or a change in a side signal; inactive = no such curve, though single readings can be large or run the other way; the % refers to the polarisation; also: potency is read from the fitted curve at half-maximal effect; % of control where 0% means no effect; many of its hits are not listed in these tables
# NPC1 promoter act: activates the NPC1 promoter; Huh7 NPC1 promoter luciferase reporter, 24 h; Potency, µM (series often up to 9.22 µM), for inactives: top-dose activation, hits mostly activators; actives 2.4% (n = 320,000); AID 485313;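 also: potency is read from the fitted curve at half-maximal effect; % of control where 0% means no effect; nearly all actives have a fitted effect of over 60% in size; reporter is driven by a mutant NPC1 promoter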
#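 Luciferase expression driven by the NPC1 promoter was measured in stably transfected Huh7 cells after a 24 h compound incubation, using a luciferase reagent and a luminescence read.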
# Rab9 promoter act: activates the Rab9 promoter | AID 485297 | Potency, µM (doses to about 9.22 µM), without a hit: top-dose activation, negative = inhibition, hits mostly activators | actives 2.8% (n = 320,000) | Huh7 Rab9 promoter-luciferase reporter, luminescence, 24 h; also: potency is read from the fitted curve at half-maximal effect; % of control where 0% means no effect; nearly all actives have a fitted effect of over 60% in size
#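 Luminescence read-out: Huh7 cells stably expressing Rab9-luciferase, treated 24 h with compound at 37 °C, then lysed with luciferase reagent for 10 min at ambient before reading.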
# RORgamma inh: blocks mouse ROR gamma transcriptional activity. Potency, µM (top dose mostly 53.6 µM), for inactives: at the highest dose activity change, negative = inhibition, most hits filed as inhibitors. AID 2551. Drosophila S2 Gal4-RORgamma UAS-luciferase reporter, 20 h. actives 5.4% (n = 310,000). P51450; also: potency is read from the fitted curve at half-maximal effect; % is scaled to controls: 0 for no effect and ±100 for the full control effect; nearly all actives have a fitted effect of over 60% in size
# Target sequence (P51450 whole entry, looked up, the tested form may be a part): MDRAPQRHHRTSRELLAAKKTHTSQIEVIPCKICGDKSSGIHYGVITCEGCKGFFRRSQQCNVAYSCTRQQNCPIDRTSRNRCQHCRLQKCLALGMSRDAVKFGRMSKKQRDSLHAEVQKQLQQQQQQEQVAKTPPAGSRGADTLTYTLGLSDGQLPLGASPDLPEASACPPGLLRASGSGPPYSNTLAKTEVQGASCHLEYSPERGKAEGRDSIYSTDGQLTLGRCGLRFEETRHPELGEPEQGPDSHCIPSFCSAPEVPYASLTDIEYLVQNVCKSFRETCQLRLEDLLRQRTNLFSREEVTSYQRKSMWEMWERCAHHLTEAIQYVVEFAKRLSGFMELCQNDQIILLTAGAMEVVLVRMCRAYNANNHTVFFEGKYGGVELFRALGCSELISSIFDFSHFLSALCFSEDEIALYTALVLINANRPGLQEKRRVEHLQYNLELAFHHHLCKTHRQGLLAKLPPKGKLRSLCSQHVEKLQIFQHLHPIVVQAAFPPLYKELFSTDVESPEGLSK
#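 Schneider cells (Drosophila), stable Gal4 DBD–ROR gamma + UAS-luc; 1 hr cmpd preincubation; Cu2+ induction 700 uM final; 20 hr ambient; luminescence.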
# Giardia killer: Giardia lamblia killing. Giardia lamblia trophozoite viability. activity change, % at 7.66 µM, hits read low. actives 0.15% (n = 340,000). AID 540267; in the data active = activity change below about -80%; inconclusive = between about -30% and that limit;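 also: parasites exposed to compound for two days anaerobically before the ATP read; % is scaled to controls: 0 for no effect and ±100 for the full control effect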
#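 Giardia lamblia trophozoites (100 cells/well) were incubated with compounds for 48 h at 37 deg C under anaerobic conditions. Viability was read as ATP content by one-step luminescence after 15-30 min at room temperature.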
# An asterisk follows results filed as active; ? = inconclusive; / = not tested or not shown; [ ] = dose if it differs, or a comment. Unless noted, calls follow the shape of the dose curve; as a rule, active = well fitted curve in the direction sought with a large enough effect; inconclusive = small, poorly fitted or top-dose-only effect, or another doubt; inactive = no such curve, though single readings can be large; an effect the other way counts as inactive or inconclusive. Some of the compounds tested (hit frequency here may not be typical).
SMILES,ELG1 genotox,FLuc counter,PKM2 activator,p53 reactivator,VP16 counter,BRCA1 expr act,Menin MLL FP TR,NPC1 promoter act,Rab9 promoter act,RORgamma inh,Giardia killer
CC1(C2CC2)NC(=O)N(CC(=O)Nc2cc(S(=O)(=O)N3CCCCC3)ccc2Cl)C1=O (centres undefined),-3.7%,0.6%,/,-20.2%,/,4.2%,/,2.9%,2.3%,/,20.5
Cc1cc(Cl)ccc1NC(=S)NCc1cccs1,-2.6%,3.4%,-1.2%,?,8.91µM*,-11.8%,28.6%,1.8%,9.9%,3.98µM*,-5.7
CCOC(=O)c1cc(C(=O)Nc2ccc(C)c(F)c2)nn1C,?,7.57µM*,0.6%,11.4%,-5.5%,10µM*,0.0%,3.98µM*,2.82µM*,9.3%,3.9
COc1ccc(/C=N/Nc2nc(N3CCCC3)nc(N3CCCC3)n2)cc1O,-1.9%,?,1.6%,-0.8%,-7.6%,0.0%,10.1%,-2.4%,0.2%,11.2µM*,12.3
CC(=O)c1cccc(NC(=O)c2nc(-c3ccccc3)oc2C)c1,-19.9%,-16.2%,-2.9%,0.2%,0.2%,0.0%,-8.2%,-7.7%,-3.0%,4.1%,-6.1
Cn1ccnc1/C(=N\NC(=O)c1ccc(O)cc1)c1cccc([N+](=O)[O-])c1,4.0%,3.0%,-3.1%,-2.7%,9.2%,0.0%,/,-2.8%,-3.8%,-0.9%,-11.8
CCOc1cc(N2CCOCC2)c(OCC)cc1NC(=S)NCCCOC,1.9%,-1.3%,-5.8%,0.1%,-7.8%,-2.4%,-2.6%,3.2%,0.1%,-23.5%,-1.1
CC(=O)NS(=O)(=O)c1ccc(N2C(=O)CC(Sc3nccc(C)n3)C2=O)cc1 (centres undefined),-0.5%,0.4%,-6.8%,6.0%,-2.2%,-2.5%,-19.4%,-2.2%,-2.2%,-34.4%,7.8
COc1ccc(CCNS(=O)(=O)CC23CCC(CC2=O)C3(C)C)cc1OC (centres undefined),-1.0%,0.3%,1.4%,/,0.0%,0.0%,-0.3%,-4.8%,0.4%,15.3%,21.3
S=c1[nH]nc(-c2cccnc2)n1/N=C/C=C/c1ccco1,-0.8%,-3.5%,?,2.9%,-1.5%,1.5%,?,-4.2%,-3.6%,-36.9%,4.8

# Fetched by structure from the list above:
SMILES,ELG1 genotox,FLuc counter,PKM2 activator,p53 reactivator,VP16 counter,BRCA1 expr act,Menin MLL FP TR,NPC1 promoter act,Rab9 promoter act,RORgamma inh,Giardia killer
CC1(C2CC2)NC(=O)N(CC(=O)Nc2cc(S(=O)(=O)N3CCCCC3)ccc2Cl)C1=O (centres undefined),-3.7%,0.6%,/,-20.2%,/,4.2%,/,2.9%,2.3%,/,20.5
CC(=O)c1cccc(NC(=O)c2nc(-c3ccccc3)oc2C)c1,-19.9%,-16.2%,-2.9%,0.2%,0.2%,0.0%,-8.2%,-7.7%,-3.0%,4.1%,-6.1
COc1ccc(CCNS(=O)(=O)CC23CCC(CC2=O)C3(C)C)cc1OC (centres undefined),-1.0%,0.3%,1.4%,/,0.0%,0.0%,-0.3%,-4.8%,0.4%,15.3%,21.3

# Other results
SMILES,ELG1 genotox,FLuc counter,PKM2 activator,p53 reactivator,VP16 counter,BRCA1 expr act,Menin MLL FP TR,NPC1 promoter act,Rab9 promoter act,RORgamma inh,Giardia killer
CC(C)[C@H](NC(=O)N1CC(=O)Nc2ccccc21)C(=O)N[C@@H](Cc1ccccc1)C(=O)O,4.1%,1.3%,-0.3%,/,-0.3%,8.1%,-1.1%,2.2%,3.6%,-27.4%,11.8
COc1ccc(C(=O)Nc2ccccc2C(=O)NC(Cc2ccc(O)cc2)C(=O)NNC(=O)c2ccccc2)cc1 (centres undefined),-5.1%,4.78µM*,5.7%,14.8%,2.1%,8.8%,-2.2%,-1.2%,0.4%,0.5%[10 µM],-6.4
CCCC(O)(CCN1CCOCC1)c1ccc(Br)cc1 (centres undefined),-0.8%,1.0%,-0.6%,-29.5%,3.4%,-6.3%[1.84 µM],-1.4%,0.4%,4.0%,16.5%,1.5
Nc1nc(NCC(=O)O)nc(N2CCCCCC2)c1[N+](=O)[O-],1.5%,0.1%,/,-0.1%,-5.7%,-12.9%,-0.5%,-2.9%,4.9%,-1.9%,1.6
CC(C)(C)OC(=O)NCc1ccc(NC(=O)c2nc[nH]c2C(=O)N[C@@H](Cc2ccccc2)C(=O)OCc2ccccc2)cc1,-14.0%,-0.2%,-2.1%,-14.4%,?,-82.4%[inhibitor],/,-1.8%,0.2%,7.08µM*,-1.9
O=C(Oc1c(Cl)cc(Cl)c2cccnc12)c1cccc([N+](=O)[O-])c1,20.9%,-0.1%,10.9%,?,/,-67.2%,5.3%,-4.0%,-2.1%,0.282µM*,-10.9
COc1ccc(-c2cnn3c(N)c(S(=O)(=O)c4ccccc4)cnc23)cc1,-5.3%,0.8%,3.1%,6.0%,5.62µM*,-47.9%,?,-2.4%,-4.3%,2.82µM*,2.9
Cc1ccc(NS(=O)(=O)c2ccc(Cl)c(C(=O)O)c2)cc1S(=O)(=O)N1CCOCC1,2.4%,1.0%,0.7%,-0.7%,-2.5%,13.0%,-7.5%,-0.7%,6.5%,-35.4%,-4.3
COc1cccc(OCc2nnc(SCC(=O)OCc3ccccc3)o2)c1,-2.4%,2.3%,-2.7%,6.9%,-2.9%[0.365 µM],-5.1%,-19.1%,2.1%,-4.3%,-11.3%,-12.6
O=C(CCN1C(=O)C2C3CCC(C3)C2C1=O)Nc1ccc(Cl)cc1Cl (centres undefined),0.7%,-0.1%,1.1%,5.9%,?,48.8%,?,-2.6%,-7.0%,15.0%,-8.0
Cc1ccc(C(=O)COC(=O)c2ccncc2)cc1[N+](=O)[O-],-1.9%,-0.3%,-1.8%,-7.2%,0.7%,-20.7%,?,-5.0%,3.1%,8.1%,0.1
CC(=O)c1c(C)n(-c2ccc(Br)cc2)c2ccc(O)cc12,-9.4%,-1.2%,4.3%[11.5 µM],-10.0%,6.8%,-3.2%,8.7%,-0.4%,-0.9%,13.3%,1.8
O=C(NCc1ccco1)NC1CCCCC1,-1.8%,3.5%,-0.4%,7.5%,-3.9%,-10.5%,9.0%,-0.5%,-1.2%,?,-9.4
O=C1CS/C(=N/N=C/c2ccccc2)N1c1ccc(O)cc1,2.1%,-1.2%,3.4%,-9.9%,-3.5%,-9.9%,7.2%,-12.4%,2.3%,-14.4%,11.6
CC1C2CC(CC1(C)C)N(C(=O)Nc1ccc3nccnc3c1)C2 (centres undefined),-0.4%,-3.3%,-3.8%,-18.8%,-1.8%,-15.7%,-5.8%,0.0%,4.3%,17.6%,-4.9
CCOC(=O)CSc1ncc(-c2ccccc2)cn1,-2.2%,?,-0.7%,19.0%,2.9%,16.5%,1.2%,-0.2%,4.1%,-13.5%,9.3
O=c1cc(CSc2ccccc2)nc(-c2ccncc2)[nH]1,-11.0%,1.5%,-0.9%,-0.3%,-8.2%,-3.3%,0.6%,-4.6%,6.7%,-14.3%,11.4
CCN(Cc1nc2ccccc2c(=O)[nH]1)C(=O)C1CC(=O)N(c2cccc3ccccc23)C1 (centres undefined),2.0%,/,/,4.5%,/,5.3%,/,-0.9%,-3.7%,/,16.1
COc1nc(NCc2ccc(Cl)cc2)nc(OC)n1,5.9%,-6.3%,-2.3%,6.0%,-4.0%,32.8%,2.0%,15.8%,-0.5%,35.8%,-8.0
O=C(O)C1CCCCN1C(=O)c1cc2c(s1)CCCCC2 (centres undefined),2.0%,/,/,-0.9%,/,8.4%,/,-8.2%,0.1%,/,-16.4
N#CC1=C(N)SC(N)=C(C#N)C1Cc1ccccc1,/,-14.7%,4.4%,6.7%,4.4%,-8.9%,0.1%,1.3%,12.2%,7.2%,-0.8
CCCCn1nc(C(=O)NNC(=O)c2ccncc2)c2ccccc2c1=O,-0.6%,?,11.3%,10.8%,-4.7%,-20.1%,/,-1.4%,5.7%,2.7%,-0.5
COc1ccc(-n2c(SCc3cccnc3)nc3c(c2=O)SCC3)cc1OC,-2.3%,-3.2%,-8.4%,-0.1%,-5.9%,-3.9%,?,-0.1%,0.4%,29.4%,28.5

# Marked active in BRCA1 expr act, of those listed so far:
SMILES	p53 reactivator	BRCA1 expr act	Menin MLL FP TR	NPC1 promoter act	Rab9 promoter act	RORgamma inh
CCOC(=O)c1cc(C(=O)Nc2ccc(C)c(F)c2)nn1C	11.4%	10µM*	0.0%	3.98µM*	2.82µM*	9.3%
